Screens deposited in PubChem by several laboratories.
Vc quorum ag = induces V. cholerae light production without autoinducers; AID 588436; V. cholerae BH1578 lux reporter, luminescence, 6 h; activation, % at 18.7 µM; actives 0.16% (n = 350,000); in the data active = activation mostly above about 9.7%, no sharp cut-off; inconclusive = no clear call, values can overlap the other calls; inactive = mostly below about 3.7%; also: not every result past the cut was called active; inactives centre near 0; reference of the scale not given here
TcdB GH inh = inhibitors of Clostridioides difficile toxin B glycohydrolase | TcdB glycohydrolase enzymatic assay, plate reader | inhibition, % at 9.99 µM | actives 0.24% (n = 350,000); in the data active = inhibition above about 10%
Target sequence (P18177 whole entry, looked up): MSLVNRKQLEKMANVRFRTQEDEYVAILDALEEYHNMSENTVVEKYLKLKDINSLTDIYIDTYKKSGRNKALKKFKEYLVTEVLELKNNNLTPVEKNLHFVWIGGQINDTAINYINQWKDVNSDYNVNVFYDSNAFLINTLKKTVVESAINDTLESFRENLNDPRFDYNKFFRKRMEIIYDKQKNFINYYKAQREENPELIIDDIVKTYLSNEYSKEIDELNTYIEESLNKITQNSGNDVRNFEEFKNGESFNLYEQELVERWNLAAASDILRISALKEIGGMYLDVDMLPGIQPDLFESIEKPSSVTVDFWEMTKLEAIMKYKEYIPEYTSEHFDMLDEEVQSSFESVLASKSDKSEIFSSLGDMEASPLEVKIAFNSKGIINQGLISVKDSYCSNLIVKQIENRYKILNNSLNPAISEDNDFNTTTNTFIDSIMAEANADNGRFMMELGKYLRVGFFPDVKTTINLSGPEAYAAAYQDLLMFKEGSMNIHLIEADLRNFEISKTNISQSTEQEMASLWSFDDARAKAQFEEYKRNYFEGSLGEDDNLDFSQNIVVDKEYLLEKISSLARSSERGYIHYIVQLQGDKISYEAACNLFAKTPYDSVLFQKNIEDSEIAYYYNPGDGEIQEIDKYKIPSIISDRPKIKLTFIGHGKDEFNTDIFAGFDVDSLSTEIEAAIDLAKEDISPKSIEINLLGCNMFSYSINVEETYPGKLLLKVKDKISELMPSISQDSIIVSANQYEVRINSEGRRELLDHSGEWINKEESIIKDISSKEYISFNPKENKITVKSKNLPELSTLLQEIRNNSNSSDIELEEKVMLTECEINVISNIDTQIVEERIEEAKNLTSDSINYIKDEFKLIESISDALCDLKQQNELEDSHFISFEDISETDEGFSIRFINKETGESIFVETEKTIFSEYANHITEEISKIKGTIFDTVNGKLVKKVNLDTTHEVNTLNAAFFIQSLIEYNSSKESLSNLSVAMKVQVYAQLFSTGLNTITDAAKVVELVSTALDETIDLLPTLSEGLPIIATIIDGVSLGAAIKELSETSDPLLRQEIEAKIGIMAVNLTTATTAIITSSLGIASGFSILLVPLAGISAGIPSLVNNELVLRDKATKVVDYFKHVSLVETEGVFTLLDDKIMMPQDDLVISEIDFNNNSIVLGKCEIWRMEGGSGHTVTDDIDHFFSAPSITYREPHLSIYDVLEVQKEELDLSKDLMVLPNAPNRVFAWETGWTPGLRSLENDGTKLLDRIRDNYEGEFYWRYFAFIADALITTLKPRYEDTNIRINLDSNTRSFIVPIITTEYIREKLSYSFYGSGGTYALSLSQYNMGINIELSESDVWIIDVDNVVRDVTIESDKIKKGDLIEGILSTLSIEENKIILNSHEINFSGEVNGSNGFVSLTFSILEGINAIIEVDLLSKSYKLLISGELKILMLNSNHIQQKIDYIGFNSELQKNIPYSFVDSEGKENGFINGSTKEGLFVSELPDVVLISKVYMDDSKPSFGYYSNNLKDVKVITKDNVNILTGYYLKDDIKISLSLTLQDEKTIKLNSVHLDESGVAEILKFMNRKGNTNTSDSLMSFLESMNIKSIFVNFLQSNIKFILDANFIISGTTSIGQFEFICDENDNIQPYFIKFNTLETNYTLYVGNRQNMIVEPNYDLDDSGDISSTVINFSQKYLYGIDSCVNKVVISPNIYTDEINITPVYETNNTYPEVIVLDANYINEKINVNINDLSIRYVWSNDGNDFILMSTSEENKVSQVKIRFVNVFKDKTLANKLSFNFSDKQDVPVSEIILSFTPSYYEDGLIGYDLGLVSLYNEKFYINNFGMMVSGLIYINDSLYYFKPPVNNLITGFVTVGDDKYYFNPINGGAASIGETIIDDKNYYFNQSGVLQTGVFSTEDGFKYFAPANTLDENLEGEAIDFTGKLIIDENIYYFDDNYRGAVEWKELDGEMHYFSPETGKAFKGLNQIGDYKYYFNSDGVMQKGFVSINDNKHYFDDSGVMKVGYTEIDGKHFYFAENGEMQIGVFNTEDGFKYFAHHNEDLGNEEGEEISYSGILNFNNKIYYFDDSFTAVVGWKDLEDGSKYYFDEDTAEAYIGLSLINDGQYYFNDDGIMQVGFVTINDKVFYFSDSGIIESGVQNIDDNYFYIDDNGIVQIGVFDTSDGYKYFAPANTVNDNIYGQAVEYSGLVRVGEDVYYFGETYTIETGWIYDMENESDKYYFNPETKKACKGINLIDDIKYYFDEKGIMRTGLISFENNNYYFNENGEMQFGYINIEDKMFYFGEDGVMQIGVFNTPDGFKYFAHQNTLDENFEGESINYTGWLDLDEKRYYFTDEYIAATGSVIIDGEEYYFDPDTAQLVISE
CCHFV vOTU inh = CCHFV vOTU protease inhibition; Pep-AMC fluorescence; AID 651958; inhibition, % at 11.5 µM; actives 0.55% (n = 370,000); in the data active = inhibition above about 30%; also: 0% = vehicle wells with enzyme and 100% = no enzyme wells
Anthrax LF inh2 = inhibitors of Bacillus anthracis lethal factor protease | multiplex microsphere protease cleavage assay, LF | inhibition, % at 10 µM | actives 0.12% (n = 360,000); also: plate controls were buffer without enzyme for full effect and enzyme alone for no effect
SARS 3CLpro inh = SARS-CoV 3CLpro protease inhibition | P0C6X7 | recombinant SARS-CoV 3CLpro, quenched FRET peptide cleavage | inhibition, % at 6 µM | actives 0.14% (n = 290,000) | AID 1706; in the data active = inhibition above about 12%
PriA SSB inh = K. pneumoniae PriA-SSBct interaction inhibition; AlphaScreen SSBct-PriA binding, biotinylated peptide; inhibition, % at 33 µM; actives 0.6% (n = 430,000); AID 1272365; in the data active = inhibition mostly above about 37%, no sharp cut-off; inactive = mostly below about 20%;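 also: plate controls were negative control peptide for no effect and reference peptide for full effect; strong numbers were not always called active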
Yp Topo-I inh = blocks Yersinia pestis topoisomerase I activity | activity, % at 10 µM | actives 0.064% (n = 360,000) | AID 504884 | Y. pestis Topo-I cleavage product accumulation, plate reader; in the data active = activity above about 50%, passing the limit was not always enough; inconclusive = no clear call, values can overlap the other calls; also: inactives centre near 2
PfHsp40 rescue = rescue of PfHsp40-mediated yeast toxicity; growth rescue, % at 12.5 µM; S. cerevisiae expressing PfHsp40, growth rescue, ATP luminescence; actives 0.68% (n = 340,000); in the data active = growth rescue above about 28%, passing the limit was not always enough; inconclusive = no clear call, values can overlap the other calls;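 also: yeast W303a lacking pdr1 and pdr3 grown in galactose medium; growth measured after three days at 30 °C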
BoNT A protease = inhibitors of Botulinum neurotoxin A light chain protease | multiplex microsphere protease substrate cleavage, flow cytometry | inhibition, % at 10 µM | actives 0.17% (n = 360,000); also: plate controls were buffer without enzyme for full effect and enzyme alone for no effect
DUSP3 inh = inhibitors of human VHR1 phosphatase (DUSP3) | P51452 | inhibition, % at 13.3 µM | recombinant VHR phosphatase, pNPP absorbance | actives 0.52% (n = 290,000); in the data active = inhibition above about 50%; also: some compounds called inactive have numbers as strong as hits
Active calls of the source: *; i = inactive; u = inconclusive; x = no result given. Rule as the data show it, unless noted: active = inhibition above about 30%; inconclusive = no clear call, values can overlap the other calls; inactive = below that. An excerpt, so the mix of outcomes need not match the whole.

SMILES	Vc quorum ag	TcdB GH inh	CCHFV vOTU inh	Anthrax LF inh2	SARS 3CLpro inh	PriA SSB inh	Yp Topo-I inh	PfHsp40 rescue	BoNT A protease	DUSP3 inh
CCOC(=O)C1CCN(S(=O)(=O)c2ccc3c(c2)CC(C)N3C(=O)C2CC2)CC1 (stereo not given)	-0.3	1.9	28	-3	2	-4	15	-1.1	-1.4	18
O=C(c1ccc(F)cc1)N1CCCC(c2nc(-c3cccs3)no2)C1 (stereo not given)	-0.4	1.1	6	-4	-1	-8	10	-1.4	0.0	17
CCOc1ncccc1C(=O)OCC(=O)Nc1cccc(S(=O)(=O)N2CCCCCC2)c1	0.6	-0.5	14	-1	x	3	22	0.9	-0.4	x
CCN(CC)CCN1C(=O)C(=O)/C(=C(/O)c2ccc(S(=O)(=O)N3CCOCC3)cc2)C1c1ccc(C(C)C)cc1 (stereo not given)	i	-5.0	-4	-7	-10	x	0	2.2	-2.5	8
COc1ccc(C(=O)n2nc(-c3ccc(C)cc3)nc2N)cc1OC	-0.4	3.7	2	0	8	-20	-6	-1.9	-0.3	44
Cc1cccc(NC(=S)N(CCCN2CCOCC2)Cc2ccccn2)c1	-0.4	x	8	-1	-1	-1	2	0.5	0.4	-4
COc1ccc(-c2coc3c(C(=O)Nc4cccc(C(C)=O)c4)cccc23)c(C)c1	i	1.0	-4	4	x	x	0	x	0.5	x
O=C(CN1CCOCC1)Nc1ncc(Br)cc1Br	-0.7	x	8	2	-4	-4	-1	-1.4	-0.1	22
O=C(OCc1ccccc1)N(CCCCN(CCCNCc1ccccc1)C(=O)OCc1ccccc1)CCCNCc1ccccc1	-1.6	-0.4	12	-9	x	4	-16	-1.4	-0.6	x
CCCC(C(=O)NCC1CCCO1)N(C(=O)CNS(=O)(=O)c1ccccc1)c1ccc(F)cc1 (stereo not given)	-0.1	0.6	10	-2	0	-7	16	-0.8	1.1	58*
COCc1c(C(=O)N2CCN(Cc3c(F)cccc3Cl)CC2)oc2ccccc12	-9.4	-0.4	15	-5	-7	-2	31	0.0	1.0	26
Cc1ccn(CCNC(=O)C2CCC(=O)N(Cc3ccc(Cl)cc3)C2)n1 (stereo not given)	-1.9	-0.7	16	-4	-2	-5	3	-2.1	-1.4	6
O=C(c1ccccc1F)c1cn(CC(=O)N2CCCC2)c2ccccc12	i	x	15	3	4	-21	-3	-0.3	1.1	-15
Cc1ccc(S(=O)(=O)N2CCOCC2)cc1C(=O)Nc1ccc2c(c1)CCC2	-0.7	x	-10	0	2	-6	6	0.7	0.0	-4
CC(OC(=O)C1=COCCO1)C(=O)Nc1ccccc1C#N (stereo not given)	-0.7	0.3	-6	0	1	1	-10	-2.3	-0.4	26
Cc1cc(N2CCN(c3nc(-c4ccc([N+](=O)[O-])cc4)cs3)CC2)c2ccccc2n1	-1.6	3.8	-18	3	5	-5	2	3.1	7.1	6
COc1ccc(CCNC(=O)COC(=O)C2CC2C)cc1 (stereo not given)	0.0	-0.2	2	-4	x	-7	0	0.6	-0.2	x
COc1ccc(CNC(=O)c2cc(-c3ccco3)on2)cc1	-0.2	x	-1	1	4	-17	12	-1.1	1.7	21
COc1ccc(OCC(=O)OCC(=O)NCc2ccco2)cc1	-0.4	x	2	2	-1	-4	8	0.1	0.5	23
C/C(CC(=O)Nc1cccc(C(F)(F)F)c1)=N\NC(=O)C(=O)NCC(C)C	i	-0.2	21	2	4	x	4	-0.2	-1.6	-11
Cc1ccc(-c2c[n+](Cc3cccc(Cl)c3)c3n2CCC3)cc1	-0.3	0.2	-4	0	0	-11	4	-1.7	-0.4	10
COCCNC(=S)Nc1ccc(N2CCOCC2)c(S(=O)(=O)Nc2ccccc2OC)c1	-0.4	-0.3	4	-2	x	0	6	-1.2	-0.3	x
O=C(NC(=S)NCC1CCCO1)c1ccc(Br)o1 (stereo not given)	-0.3	0.9	-7	0	1	0	-3	0.3	0.1	9
Fc1ccc(Cn2c(SCc3ccc(F)c(C(F)(F)F)c3)nnc2C(F)(F)F)cc1	-0.5	x	13	-3	4	-74	1	-0.6	-0.8	-6
Cc1cc(C)c(S(=O)(=O)N2CCOC2CNC(=O)C(=O)NCCN2CCOCC2)c(C)c1 (stereo not given)	-0.5	1.0	-6	-1	4	16	6	-0.4	2.1	-7

Sorted by number of heavy atoms (high to low): six of the compounds above.
SMILES	Vc quorum ag	TcdB GH inh	CCHFV vOTU inh	Anthrax LF inh2	SARS 3CLpro inh	PriA SSB inh	Yp Topo-I inh	PfHsp40 rescue	BoNT A protease	DUSP3 inh
Cc1cc(C)c(S(=O)(=O)N2CCOC2CNC(=O)C(=O)NCCN2CCOCC2)c(C)c1 (stereo not given)	-0.5	1.0	-6	-1	4	16	6	-0.4	2.1	-7
Cc1cc(N2CCN(c3nc(-c4ccc([N+](=O)[O-])cc4)cs3)CC2)c2ccccc2n1	-1.6	3.8	-18	3	5	-5	2	3.1	7.1	6
COCc1c(C(=O)N2CCN(Cc3c(F)cccc3Cl)CC2)oc2ccccc12	-9.4	-0.4	15	-5	-7	-2	31	0.0	1.0	26
COc1ccc(OCC(=O)OCC(=O)NCc2ccco2)cc1	-0.4	x	2	2	-1	-4	8	0.1	0.5	23
COc1ccc(CCNC(=O)COC(=O)C2CC2C)cc1 (stereo not given)	0.0	-0.2	2	-4	x	-7	0	0.6	-0.2	x
O=C(CN1CCOCC1)Nc1ncc(Br)cc1Br	-0.7	x	8	2	-4	-4	-1	-1.4	-0.1	22

Structures above containing a CF3 group:
SMILES	Vc quorum ag	TcdB GH inh	CCHFV vOTU inh	Anthrax LF inh2	SARS 3CLpro inh	PriA SSB inh	Yp Topo-I inh	PfHsp40 rescue	BoNT A protease	DUSP3 inh
C/C(CC(=O)Nc1cccc(C(F)(F)F)c1)=N\NC(=O)C(=O)NCC(C)C	i	-0.2	21	2	4	x	4	-0.2	-1.6	-11
Fc1ccc(Cn2c(SCc3ccc(F)c(C(F)(F)F)c3)nnc2C(F)(F)F)cc1	-0.5	x	13	-3	4	-74	1	-0.6	-0.8	-6

Further results
SMILES	Vc quorum ag	TcdB GH inh	CCHFV vOTU inh	Anthrax LF inh2	SARS 3CLpro inh	PriA SSB inh	Yp Topo-I inh	PfHsp40 rescue	BoNT A protease	DUSP3 inh
O=C(NCCN1CCN(c2ccccc2F)CC1)c1cccn2c(=O)c3ccccc3nc12	0.0	x	-2	-10	-1	-5	29	-0.1	-0.2	25
CC(C)c1ccccc1N1CC(C(=O)O)CC1=O (stereo not given)	i	0.9	-7	-14	-10	0	2	0.2	1.5	-14
Cc1ccc(OCC(=O)NC(C)c2ccccc2)cc1 (stereo not given)	-0.6	0.3	5	16	0	-19	3	-0.9	4.2	-8
NC(=O)c1ccc(NC(=O)COC(=O)c2c3c(nc4ccccc24)/C(=C\c2ccc4c(c2)OCO4)CCC3)cc1	-0.8	-0.8	15	2	-17	-13	3	-0.7	7.4	8
COC(=O)Cc1c(C)c2ccc(OCC(=O)N3CCOCC3)cc2oc1=O	-0.9	x	-39	0	-9	-8	-3	-2.0	0.7	7
COc1ccc(OC)c(S(=O)(=O)Nc2ccc(C(C)=O)cc2)c1	-0.6	x	-6	-6	-4	-21	-6	-0.7	0.1	3
COc1ccc(C(=O)Nn2c(C)nc3ccccc3c2=O)c(OC)c1	-0.5	-1.1	13	7	0	10	-5	0.0	-13	27
Cc1ccc(NC(=O)C(=O)NCCN2CCN(Cc3ccc([N+](=O)[O-])cc3)CC2)cc1	i	-1.8	-4	-1	-4	3	4	0.2	-1.5	-2
O=C(CSc1ccc(Cl)cc1)Nc1ccc(NC(=O)c2ccco2)cc1	-0.7	x	5	2	1	-4	0	-1.0	1.7	-12
Cc1cc(C)c2c(c1)-c1c(ssc1=S)C(C)(C)N2C(=O)CSc1nncn1C	-0.1	x	4	-4	-1	52	29	-1.0	-0.2	12
O=c1[nH]c(O)c(C=Nc2cc(F)cc(F)c2)c(=O)[nH]1	-0.7	-4.4	-9	3	2	-12	10	-0.7	-6.8	5
CN(C)c1ccc(N2C(=O)CC(c3ccccc3)CC2=O)cc1	-0.3	0.2	-4	7	-3	-12	2	2.6	-0.4	16
O=C(NC(=S)Nc1ccccc1Br)C1CCCC1	i	-0.5	9	-2	0	-21	10	7.6	-0.6	-6
C/C(=N\NC(=O)NC1CCCCC1)c1ccco1	i	2.4	-15	-5	-4	x	2	7.3	0.2	11
O=C(Nc1ccccc1C(=O)NCCCn1ccnc1)c1ccc(Cl)cc1Cl	i	x	10	-5	0	6	-3	1.3	-0.6	-5
COc1ccc(-c2sc3cc(OC)c(OC)cc3c2C#CC2(O)CCCCC2)cc1	-0.4	0.1	2	0	x	-1	-13	1.7	0.1	x
Cc1ccc2cc(N)ccc2n1	i	0.5	-2	-4	-3	-8	-5	1.9	0.0	18
Cc1ccc([C@H]2C(C#N)=C(N)Oc3cc(C)oc(=O)c32)o1	0.0	-0.7	-13	-2	1	-27	1	2.3	-0.6	5
O=C(COc1ccc2c3c(c(=O)oc2c1)CCC3)NCCN1CCOCC1	-0.2	0.4	8	-3	1	-11	-7	-0.9	0.9	7
CCOc1ccc(NC(=O)C2CCCN(C(=O)NCc3ccccc3)C2)cc1 (stereo not given)	i	x	-13	1	0	1	-6	-1.3	0.7	-10
CCOC(=O)C1(C)CCN1C(=O)c1ccc(F)c(Cl)c1 (stereo not given)	i	0.4	2	7	x	x	1	x	-0.2	x
O=C(CCNC(=O)Cn1ccc2ccccc2c1=O)NCCCN1CCN(c2ccccc2F)CC1	i	x	6	x	-2	-25	8	-0.6	x	12
CCC(C)NC(=O)c1ccc2c(c1)N(Cc1ccccc1)C(=O)CS2 (stereo not given)	-0.5	0.9	1	-5	1	-11	11	0.4	-0.3	38
O=C(CN1CCCCC1)N1c2ccccc2Sc2ccc(C(F)(F)F)cc21	-0.6	x	9	-2	-2	-13	34	12	0.1	22
CC1CCCCN1CCNC(=O)c1ccc2c(c1)N(Cc1ccccc1F)C(=O)c1ccccc1S2=O (stereo not given)	4.2	0.6	12	-1	-6	2	-18	0.6	1.1	-2

Going on with the list.
SMILES	Vc quorum ag	TcdB GH inh	CCHFV vOTU inh	Anthrax LF inh2	SARS 3CLpro inh	PriA SSB inh	Yp Topo-I inh	PfHsp40 rescue	BoNT A protease	DUSP3 inh
CC(=O)Nc1cc(-c2nn(CC(=O)N3CCCCC3)c(=O)c3ccccc23)ccc1N1CCOCC1	-8.3	x	9	-6	-5	-9	5	-0.3	0.1	11
CC(=O)Nc1ccc(NC(=O)C(C)OC(=O)CCN=C2NS(=O)(=O)c3ccccc32)cc1 (stereo not given)	i	0.5	-9	2	-4	1	1	-0.1	1.6	6
CCCCc1c(-c2ccccc2Br)ncn1CCc1ccccc1OC	x	-1.0	12	-3	x	x	x	x	0.0	x
C(=N\Nc1nc(Nc2ccccc2)nc(Nc2ccccc2)n1)/c1ccncc1	-0.4	0.4	-14	-2	-2	x	3	3.5	-0.1	14
O=C(Cc1ccccc1)NCC(=O)N/N=C/c1ccc([N+](=O)[O-])s1	-0.1	-0.1	31*	0	-1	x	-9	0.2	0.0	31
CCS(=O)(=O)c1ccc2oc(SCC(=O)Nc3ccc(OC)cc3OC)nc2c1	-0.4	0.9	5	2	-1	10	-1	0.5	-0.6	5
COCCCNC(=S)N1CCC(NC(=O)Nc2ccc(C)cc2)CC1	-0.4	-1.1	-10	-6	6	0	5	0.2	-0.1	4
COc1cccc(C(=O)CN(C(=O)c2ccc(Cl)c(Cl)c2)N2C(=O)c3ccccc3C2=O)c1	-0.2	1.5	-6	1	0	3	2	-1.1	u	21
Cc1cc(C(=O)NCc2ccc(F)cc2)c2ccccc2n1	-2.2	0.4	2	-11	-1	3	-9	0.9	-3.0	-3
